# Bioassay records from PubChem BioAssay.
# APJ ag: agonists of human apelin receptor APJ, primary screen, CHO-K1 cells, PathHunter beta-arrestin, luminescence. AID 2520, 2010. 0.11% of 330,000 active. activation, % at 20 µM. 0% DMSO wells, 100% apelin. P35414;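 active = activation more than six SD over the plate average, tested at 20 µM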;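 also: 0% = DMSO alone and 100% = apelin-13 at 10 nM; some results filed as inactive read as strong as hits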
# Target sequence (P35414 whole entry, looked up): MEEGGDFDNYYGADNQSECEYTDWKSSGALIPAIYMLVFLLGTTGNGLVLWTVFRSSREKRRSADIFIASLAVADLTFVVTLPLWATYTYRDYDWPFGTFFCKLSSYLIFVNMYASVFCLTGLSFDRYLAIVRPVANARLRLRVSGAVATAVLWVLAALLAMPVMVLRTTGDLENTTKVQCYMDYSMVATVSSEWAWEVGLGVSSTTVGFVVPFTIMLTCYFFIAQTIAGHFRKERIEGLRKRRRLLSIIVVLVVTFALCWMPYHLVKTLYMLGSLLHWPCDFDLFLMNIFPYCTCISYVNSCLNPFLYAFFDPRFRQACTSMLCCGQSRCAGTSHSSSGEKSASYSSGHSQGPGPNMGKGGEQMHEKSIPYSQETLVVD
#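 Assay system: CHO-K1 cells stably expressing ProLink-tagged human APJ and arrestin–beta-gal acceptor. Compound dosing: 20 µM single point, 1% DMSO. Times: 16-18 h seeding, 90 min dark compound exposure, 60 min detection. Detection: beta-gal luminescence. Evaluation: APJ–arrestin association signal. Controls: negative DMSO alone, positive Apelin-13 at 10 nM.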
# tim10-1 inh: growth inhibitors of tim10-1 mutant yeast, primary screen, luminescence, uHTS. S. cerevisiae tim10-1 ts strain growth, BacTiter-Glo, 24 h. inhibition, % at 20 µM. 2.2% of 330,000 active. AID 463190, 2010;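 active = inhibition of at least 40%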;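 also: mutant grown at 25 °C; 0% = DMSO wells with yeast and 100% = wells holding no yeast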
# CXCR6 inh: CXCR6 receptor inhibitors, primary screen, cell-based, beta-arrestin, luminescence, CHO-K1 PathHunter, 1536-well; C-X-C chemokine receptor type 6 (Homo sapiens), O00574; inhibition, % at 20 µM; 0.36% of 360,000 active; in the data active = inhibition above about 34%, passing the limit was not always enough;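 also: antagonist mode with CXCL16 agonist at 10 nM final; 0% = 10 nM CXCL16 with DMSO and 100% = unstimulated wells without agonist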
# Target sequence (O00574 whole entry, looked up): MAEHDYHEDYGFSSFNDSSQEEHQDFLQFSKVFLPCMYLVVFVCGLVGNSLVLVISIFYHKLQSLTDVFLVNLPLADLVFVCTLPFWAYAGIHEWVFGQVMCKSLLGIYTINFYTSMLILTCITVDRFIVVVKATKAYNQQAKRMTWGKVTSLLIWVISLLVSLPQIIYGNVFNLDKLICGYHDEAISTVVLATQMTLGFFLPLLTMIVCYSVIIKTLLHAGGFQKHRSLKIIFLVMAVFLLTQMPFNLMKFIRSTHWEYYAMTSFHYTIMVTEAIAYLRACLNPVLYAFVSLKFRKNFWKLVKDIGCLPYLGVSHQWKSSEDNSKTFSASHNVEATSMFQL
# Mdm2-MdmX inh: inhibitors of human Mdm2-MdmX association, primary screen, cell-based, luminescence, split luciferase, SaOS-2, uHTS. Protein Mdm4 (Homo sapiens) + E3 ubiquitin-protein ligase Mdm2 (Homo sapiens), …. SaOS-2 split-luciferase Mdm2/MdmX complementation. inhibition, % at 8 µM. 3% of 330,000 active. AID 485346, 2010;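 active = inhibition of at least 50% at 8 µM in the primary screen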
# UPR XBP1 act: activators of adaptive XBP1 UPR arm, primary screen, cell-based, CHO-XBP1 luciferase reporter, luminescence, uHTS | IRE1-XBP1 UPR activation; percent of tunicamycin response, DMSO as zero | activation, % at 20 µM | 0.33% of 330,000 active;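 active = versus positive control, 20 µM dose yields 30% or more activation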;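 also: 100% = tunicamycin at 10 µg/mL and 0% = DMSO only wells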
#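 Material: CHO-XBP1 cells stably carrying IRE1-XBP1-driven luciferase reporter | Medium: F12 with 10% serum | Compound dosing: 20 µM single concentration, DMSO 1% | Incubation: Overnight seeding at 37 °C, 6 h compound treatment at 37 °C | Detection: Steady-Glo luminescence read | Read-out basis: % activation of reporter signal versus tunicamycin and DMSO controls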
# UPR CHOP act: activators of apoptotic CHOP UPR arm, primary screen, cell-based, CHO-CHOP luciferase reporter, luminescence, uHTS | UPR activation; percent of tunicamycin response over DMSO baseline | activation, % at 10 µM | 0.34% of 330,000 active | AID 449763, 2010;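 active = at 10 µM dose, activation of 40% or more, normalized to positive control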;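 also: 100% = tunicamycin at 10 µg/mL and 0% = DMSO alone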
#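 Evaluation: % reporter activation, DMSO baseline versus tunicamycin full activation; System: CHO-CHOP luciferase reporter cell line; Input: 500 cells/well; Incubation: 6 h compound treatment, 37 °C; Measured by: Steady-Glo luciferase luminescence; Dosing: one dose, 10 µM in 0.5% DMSO; Buffer or medium: F12 medium, 10% FBS; Benchmarks: positive tunicamycin 10 µg/mL, negative DMSO alone.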
# TIM10 inh: growth inhibitors of isogenic TIM10 control yeast, primary screen, counter-screen for tim10-1 yeast inhibitor project, luminescence, uHTS. AID 463195, 2010. 1.4% of 330,000 active. S. cerevisiae TIM10 strain growth, BacTiter-Glo luminescence, 24 h. inhibition, % at 10 µM;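 active = inhibition of 40% or more at the single tested concentration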;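 also: wild-type TIM10 isogenic control strain grown at permissive 25 °C; 0% = DMSO yeast wells and 100% = minimal medium wells without yeast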
# tim23-1 inh: growth inhibitors of tim23-1 mutant yeast, primary screen, luminescence, uHTS; S. cerevisiae tim23-1 growth, BacTiter-Glo luminescence, 24 h; inhibition, % at 20 µM; 1.3% of 330,000 active; AID 463212, 2010;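 active = growth inhibition of the mutant yeast at or above 50%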;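 also: temperature-sensitive mutant grown at 25 °C; plate controls were DMSO-treated mutant yeast for no effect and medium wells lacking yeast for full effect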
# APJ antag: antagonists of human apelin receptor APJ, primary screen, CHO-K1 cells, beta-arrestin complementation, luminescence. P35414. inhibition, % at 20 µM. AID 2521, 2010. 0.32% of 330,000 active;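 active = inhibition above about 40% at 20 µM, limit read from the data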;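 also: cells challenged with 10 nM apelin-13 agonist together with compound; plate controls were apelin-13 plus DMSO wells for no effect and DMSO wells lacking apelin-13 for full effect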
# An asterisk follows results filed as active; · = not tested or not shown. These rows are one share of the data (hit frequency here may not be typical).
SMILES,APJ ag,tim10-1 inh,CXCR6 inh,Mdm2-MdmX inh,UPR XBP1 act,UPR CHOP act,TIM10 inh,tim23-1 inh,APJ antag
O=C(c1ccccc1F)N1CCN(Cc2ccccc2F)CC1,-2,4,-1,24,-3,-0.7,4,-1,-5
N#Cc1ccccc1OCC(=O)Nc1cccc(S(=O)(=O)N2CCCC2)c1,-2,14,-11,-13,1,-0.7,10,26,1
CCCCNC(=O)Nc1ccc2c(c1)N(C)C(=O)c1ccccc1S2,-5,8,-4,-5,-6,0.2,-9,13,0
COc1ccc(NC(=O)c2ccccc2C)c(OC)c1,3,24,1,-1,-2,-1.3,10,29,-11
CCOc1ccccc1N(CC(=O)NCc1ccc(OC)cc1)S(C)(=O)=O,-5,-23,5,8,2,-1.5,-3,-4,11
COc1cc2c(cc1OC)C(COc1ccccc1OC)N(C(=O)c1ccco1)CC2 (stereo not given),1,9,9,-25,0,-1.3,24,17,3
Cc1ccc(-c2nnn(CC(=O)N(CC(=O)NCC3CCCO3)c3ccccc3)n2)o1 (stereo not given),-3,2,-5,-1,-1,-1.1,-1,2,6
CC(C)(C)C1CCc2onc(C(=O)Nc3cccnc3)c2C1 (stereo not given),-5,9,0,34,6,1.6,18,25,-15
CCCCC(=O)Nc1cccc(NC(=S)NC(=O)COc2ccccc2Cl)c1,-1,11,2,39,-1,3.4,-13,7,4
CCc1ccccc1NC(=O)N1C2CCCC1CC(NC(=O)C(C)(C)C)C2 (stereo not given),-3,4,-8,-20,-3,0.9,-10,7,7
COc1ccc(-c2csc(-n3cccn3)n2)cc1,2,27,0,-137,-1,6.8,-5,20,-15
CCOC(=O)NC(=O)C(/C=N/c1sccc1C(=O)OC)=C(\C)O,-4,9,-1,27,-5,0.4,6,1,1
Nc1nncn1C(=O)CCCOc1ccccc1,-1,-1,-1,2,-2,-0.8,5,-2,5
Cc1cc(C(=O)N/N=C/c2c(C)[nH]c3ccccc23)n[nH]1,-1,11,-8,7,-1,1.1,10,10,10
Cc1ccc(NC(=O)COC(=O)CN2C(=O)C3CCCCC3C2=O)cc1S(=O)(=O)N1CCOCC1 (stereo not given),-4,-10,2,8,-3,1.9,-8,10,12
O=C1NC(Cc2c[nH]c3ccccc23)C(=O)N1Cc1cccc2ccccc12 (stereo not given),-2,30,5,-2,2,-2.5,37,23,-10
CC(=O)N1N=C(c2ccc(C)cc2)OC1c1ccc(Br)cc1 (stereo not given),0,39,-6,-92,0,4.3,12,35,-17
CCC(=O)Nc1ccc(C(=O)Nc2cc(C)on2)cc1,-4,10,6,-3,-3,2.3,17,-3,21
c1ccc(-n2cnc3cc(NCc4cccs4)ccc32)cc1,-3,46*,-8,46,-1,-1.8,52*,51*,5
O=C1OCCN1C(=O)[C@H]1[C@H](c2ccc(Cl)cc2)C(c2ccccc2)=NN1c1ccccc1,·,31,7,5,-2,1.6,9,47,·
COc1ccc(C(=O)OCCCc2cc3ccccc3c(=O)o2)cc1,0,10,2,-23,-1,-1.3,-18,33,7
COc1ccc2cc(Br)ccc2c1CC(=O)NCC1CCCO1 (stereo not given),-3,1,11,-26,0,0.3,-10,16,-12
COc1ccc(OC)c(C(=O)COC(=O)CN2C(=O)NC3(CCCCC3C)C2=O)c1 (stereo not given),4,4,0,-1,4,2.3,3,21,11
CCN(CC)CCCNC(=O)c1ccc2c(Cl)c3c(nc2c1)CCCC3,0,15,-5,84*,-1,-0.2,16,12,19
Cc1ccc(SC(C)C(=O)NCC(C)C)cc1 (stereo not given),-1,15,0,-1,0,0.2,11,10,10
SMILES,APJ ag,tim10-1 inh,CXCR6 inh,Mdm2-MdmX inh,UPR XBP1 act,UPR CHOP act,TIM10 inh,tim23-1 inh,APJ antag
O=P(COCCCCCOCP(=O)(c1ccccc1)c1ccccc1)(c1ccccc1)c1ccccc1,-2,-12,5,17,-2,0.6,-5,3,-10
COc1cc(/C=C/C(=O)O)cc(S(=O)(=O)NCCO)c1OC,-1,-2,-2,-19,0,2.1,8,2,4
O=C(c1ccc(S(=O)(=O)c2cccc(Cl)c2)c([N+](=O)[O-])c1)N1CCN(Cc2ccccc2)CC1,2,40,-12,94*,-2,1.7,13,27,-16
C/C=C/C(=O)OCC(=O)Nc1ccc(OC)c(OC)c1,-4,5,0,17,-2,-0.2,15,15,11
N#Cc1cn(CC(=O)N2CCCC2)c2ccccc12,-2,18,-1,-22,-1,2.1,6,15,-12
CC[C@@]1(C(=O)OC)N[C@H](CN(C)C(=O)c2ccccc2)[C@@H]2C(=O)N(Cc3ccccc3)C(=O)[C@@H]21,-3,-4,-3,10,-1,0.0,5,0,-2
CCOC(=O)N1CCN(C(c2ccc(C)cc2)c2sc3nc(C)nn3c2O)CC1 (stereo not given),-2,-1,5,27,-1,-3.0,2,4,-3
COc1cc2c(cc1OC)C(C)=NC1(CCCCC1)C2,-5,5,-2,-3,4,-0.5,5,-2,13
O=C(C[C@@H]1C/C=C/CC[C@H](Cc2ccc(F)cc2)C(=O)OC[C@@H](Cc2ccccc2)NC1=O)N[C@H](CO)Cc1ccccc1,-1,3,-5,96*,152*,65*,0,3,17
C=CCNC(=O)/C(C#N)=C/c1ccccc1[N+](=O)[O-],3,46*,-6,21,-2,-0.7,50*,56*,-26
Cc1ccc(S(=O)(=O)NNC(=O)c2ccccc2O)cc1,1,-1,-7,5,1,3.5,-7,12,-7
Cc1nn(-c2ccccc2)c(C)c1C(=O)OC(C)C(=O)NC1CCCCC1C (stereo not given),-3,20,-5,0,0,-0.3,9,20,18
O=C(NCc1cccs1)N[C@@H](Cc1ccccc1)C(=O)O,-5,23,-6,-16,1,1.8,19,10,15
O=C(Oc1ccccc1C(=S)N1CCOCC1)c1cccc([N+](=O)[O-])c1,0,10,-4,12,0,0.9,19,15,7
NC(=O)CSc1ncnc2c1oc1ccccc12,-1,-14,1,-4,2,-1.6,9,1,-54
Fc1cccc(NCc2cn3ccccc3n2)c1,4,3,3,-139,4,3.0,9,12,-10
CCOc1ccc(-c2c(=O)n(O)c3ccccc3[n+]2[O-])cc1,0,18,3,12,0,2.3,8,12,-2
CCOC(=O)c1ccc(NC(=O)c2c(Cl)cc(C)nc2C)cc1,-3,20,2,20,2,2.0,4,21,5
CC1CCCC(C)N1CCCNC(=O)c1ccc2nc(N3CCOCC3)sc2c1 (stereo not given),0,-23,1,4,-2,-0.7,-3,2,5
CSc1ccccc1NC(=O)COc1ccc(Cl)cc1,3,-8,-6,-30,2,8.5,12,13,-17
O=C(Nc1ccc2c(c1)OCCO2)C1CCN(C(=O)c2ccc(F)cc2)CC1,-4,-29,-3,-14,0,3.3,-2,-4,11
COc1ccccc1/C=C/C(=O)OCC(=O)Nc1ccc2c(c1)OCCO2,3,-3,-4,-3,-1,-1.2,-4,-17,3
COc1ccc(CC(=O)Nc2c3c(nn2-c2cccc(Cl)c2)CS(=O)(=O)C3)cc1,-1,16,-6,5,-1,-0.8,3,8,-5
COc1ccc(-c2ccc(CCC(=O)O)n2-c2ccccc2O)cc1,-4,-1,10,9,5,1.2,20,1,-1
O=C(OCc1ccccc1)N1CCOCCOCCN(C(=O)OCc2ccccc2)CCOCCOCC1,-4,25,2,6,0,-0.7,16,19,15
Cc1cccc(CC(=O)Nc2cc(=O)n(C)c(=O)n2C)c1,-2,1,-1,-3,-3,0.0,-1,7,-16
CN(CCCNC(=O)c1cn(C)c2ccc(S(=O)(=O)N(C)C)cc2c1=O)c1ccccc1,-3,1,-2,14,-3,-0.2,6,-6,-26
Cn1c(=O)c2[nH]cnc2n(-c2ccccc2)c1=O,-2,6,-2,-3,-1,5.5,-2,11,17
COc1ccc(CCn2c(C)c(C(C)=O)c(C(C)=O)c2C)cc1OC,-3,14,-1,-11,-5,-0.1,-3,3,10
Cc1nc(SCC(=O)Nc2cc(C(N)=O)cc(C(N)=O)c2)c2c(C)c(C)sc2n1,-4,-40,5,17,-3,-0.3,-28,-32,3

# Individual results from the list.
# tim23-1 inh result of CCOc1ccc(-c2c(=O)n(O)c3ccccc3[n+]2[O-])cc1 reads 12
# APJ antag result of COc1cc(/C=C/C(=O)O)cc(S(=O)(=O)NCCO)c1OC reads 4
# tim10-1 inh result of NC(=O)CSc1ncnc2c1oc1ccccc12 reads -14
# TIM10 inh result of Cc1nc(SCC(=O)Nc2cc(C(N)=O)cc(C(N)=O)c2)c2c(C)c(C)sc2n1 reads -28

# Single records, as listed above:
# Record of `COc1ccc(CCn2c(C)c(C(C)=O)c(C(C)=O)c2C)cc1OC` → APJ ag = -3; tim10-1 inh = 14; CXCR6 inh = -1; Mdm2-MdmX inh = -11; UPR XBP1 act = -5; UPR CHOP act = -0.1; TIM10 inh = -3; tim23-1 inh = 3; APJ antag = 10
# Record of `Cc1nc(SCC(=O)Nc2cc(C(N)=O)cc(C(N)=O)c2)c2c(C)c(C)sc2n1` → APJ ag = -4; tim10-1 inh = -40; CXCR6 inh = 5; Mdm2-MdmX inh = 17; UPR XBP1 act = -3; UPR CHOP act = -0.3; TIM10 inh = -28; tim23-1 inh = -32; APJ antag = 3

# Five entries out of the list, arranged by molar mass, rising.
SMILES,APJ ag,tim10-1 inh,CXCR6 inh,Mdm2-MdmX inh,UPR XBP1 act,UPR CHOP act,TIM10 inh,tim23-1 inh,APJ antag
C/C=C/C(=O)OCC(=O)Nc1ccc(OC)c(OC)c1,-4,5,0,17,-2,-0.2,15,15,11
Cc1ccc(S(=O)(=O)NNC(=O)c2ccccc2O)cc1,1,-1,-7,5,1,3.5,-7,12,-7
COc1cc(/C=C/C(=O)O)cc(S(=O)(=O)NCCO)c1OC,-1,-2,-2,-19,0,2.1,8,2,4
COc1ccc(CC(=O)Nc2c3c(nn2-c2cccc(Cl)c2)CS(=O)(=O)C3)cc1,-1,16,-6,5,-1,-0.8,3,8,-5
CN(CCCNC(=O)c1cn(C)c2ccc(S(=O)(=O)N(C)C)cc2c1=O)c1ccccc1,-3,1,-2,14,-3,-0.2,6,-6,-26

# Among those listed so far, these contain a tert-butyl group.
SMILES,APJ ag,tim10-1 inh,CXCR6 inh,Mdm2-MdmX inh,UPR XBP1 act,UPR CHOP act,TIM10 inh,tim23-1 inh,APJ antag
CC(C)(C)C1CCc2onc(C(=O)Nc3cccnc3)c2C1 (stereo not given),-5,9,0,34,6,1.6,18,25,-15
CCc1ccccc1NC(=O)N1C2CCCC1CC(NC(=O)C(C)(C)C)C2 (stereo not given),-3,4,-8,-20,-3,0.9,-10,7,7
